Compound activity: PubChem BioAssay, National Center for Advancing Translational Sciences (NCATS)
POLI inh: blocks human DNA polymerase iota activity. Q9UNA4. Pol iota fluorescent replication assay, 10 min. Potency, µM (doses to about 115 µM), without a hit: at the highest dose activity, negative = inhibition, actives largely listed as inhibitors. hit rate 1% among 390,000. AID 588590; also: potency is read from the fitted curve at half-maximal effect
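Pol iota at 10 nM preincubated 15 min with compounds at room temperature; reaction started with fluorescent substrate, 50 nM final. Fluorescence read kinetically at 0 and 10 min; buffer-only wells as negative control.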
Pol eta inh: blocks human DNA polymerase eta activity | Q9Y253 | recombinant Pol eta, fluorescent DNA replication assay | Potency, µM (top dose mostly 114 µM), inactives show top-dose activity change, negative = inhibition, usual class: inhibitors | hit rate 1.2% among 390,000 | AID 588591; also: potency is read from the fitted curve at half-maximal effect; % is scaled to controls: 0 for no effect and ±100 for the full control effect
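Fluorescent replication assay: 50 nM final substrate added after a 15 min room-temperature compound preincubation with 10 nM enzyme. Signal taken at 0 min and again at 10 min.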
Glioma ERSR ind: inducers of ER stress response in human glioma cells. U87-MG GRP78 promoter luciferase reporter, 16 h. Potency, µM, for the others: at the top dose activation, actives largely listed as activators. hit rate 0.02% among 420,000; also: potency is read from the fitted curve at half-maximal effect; series mostly up to about 76 µM; % of control where 0% means no effect; nearly all actives have a fitted effect of over 35% in size
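Stably transfected U87-MG human glioma cells carrying a GRP78-based luminescent sensor were seeded at 1000 cells/well, pin-dosed with compounds and incubated 16 h. Luciferase reagent was then added, and end-point luminescence was read after 10 min at room temperature.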
LDHA inh: blocks human lactate dehydrogenase A; hit rate 0.15% among 480,000; AID 1347041; purified LDHA, NADH/diaphorase-resazurin fluorescence; active compounds read low; activity change, % (values are at about 110 or 230 µM); in the data active = activity change below about -30%; inconclusive = mostly about -25% to -30%;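 also: plate controls were DMSO wells for no effect and wells without enzyme for full effect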
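Enzyme activity of human lactate dehydrogenase 5 (2 nM; 0.06 mM NADH, 0.2 mM pyruvate, 5 min, RT) is measured via a resazurin/diaphorase fluorescence readout of residual NADH.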
Pol kappa inh: inhibitors of human DNA polymerase kappa | Q9UBT6 | purified Pol kappa, fluorescent DNA synthesis assay, 10 min | Potency, µM (series often up to 107 µM), without a hit: at the highest dose activity, negative = inhibition, usual class: inhibitors | hit rate 0.53% among 400,000 | AID 588579; also: potency is read from the fitted curve at half-maximal effect; % is scaled to controls: 0 for no effect and ±100 for the full control effect
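First, compounds were pin-transferred onto 10 nM Pol kappa. After 15 min at room temperature, substrate was added to 50 nM final. Fluorescence was then measured kinetically at 0 and 10 min.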
Apoferritin bind: binds horse apoferritin like a general anesthetic | hit rate 0.074% among 350,000 | P02791 | apoferritin/1-aminoanthracene competitive binding, fluorescence | Potency, µM (doses to about 77.5 µM), inactives show at the highest dose activity change, negative = displacement, actives largely listed as inhibitors; also: potency is read from the fitted curve at half-maximal effect; % is scaled to controls: 0 for no effect and ±100 for the full control effect; nearly all actives have a fitted effect of over 20% in size
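Probe: 1-aminoanthracene (50% saturated, PBS). Protein: horse-spleen apoferritin, 10 uM. Incubation: 10 min, room temperature. Detection: 380 nm excitation, 535 nm emission. Analysis: normalized response, four-parameter Hill.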
APE1 inh: inhibitors of human APE1 endonuclease; Potency, µM (series often up to 65.8 µM), for the others: top-dose activity change, negative = inhibition, usual class: inhibitors; hit rate 0.35% among 350,000; P27695; recombinant APE1, TAMRA/BHQ-2 abasic DNA cleavage fluorescence;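 also: potency is read from the fitted curve at half-maximal effect; plate controls were vehicle for no effect and reference inhibitor for full effect; nearly all actives have a fitted effect of over 55% in size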
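Activity was derived from the fluorescence gain between first and third kinetic reads (60 s intervals, ex 525/em 598 nm) after 50 nM THF-abasic TAMRA/BHQ-2 duplex was added to 0.75 nM APE1 preincubated 15 min with compound.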
BLM helicase inh: inhibitors of human Bloom syndrome helicase BLM | recombinant BLM DNA unwinding, fluorescence dequenching | Potency, µM (highest dose often 56.1 µM), for the others: at the top dose activity change, negative = inhibition, hits mostly inhibitors | hit rate 0.2% among 350,000 | AID 2528;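 also: potency is read from the fitted curve at half-maximal effect; plate controls were vehicle for no effect and no enzyme for full effect; nearly all actives have a fitted effect of over 35% in size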
Target sequence (P54132 whole entry, looked up): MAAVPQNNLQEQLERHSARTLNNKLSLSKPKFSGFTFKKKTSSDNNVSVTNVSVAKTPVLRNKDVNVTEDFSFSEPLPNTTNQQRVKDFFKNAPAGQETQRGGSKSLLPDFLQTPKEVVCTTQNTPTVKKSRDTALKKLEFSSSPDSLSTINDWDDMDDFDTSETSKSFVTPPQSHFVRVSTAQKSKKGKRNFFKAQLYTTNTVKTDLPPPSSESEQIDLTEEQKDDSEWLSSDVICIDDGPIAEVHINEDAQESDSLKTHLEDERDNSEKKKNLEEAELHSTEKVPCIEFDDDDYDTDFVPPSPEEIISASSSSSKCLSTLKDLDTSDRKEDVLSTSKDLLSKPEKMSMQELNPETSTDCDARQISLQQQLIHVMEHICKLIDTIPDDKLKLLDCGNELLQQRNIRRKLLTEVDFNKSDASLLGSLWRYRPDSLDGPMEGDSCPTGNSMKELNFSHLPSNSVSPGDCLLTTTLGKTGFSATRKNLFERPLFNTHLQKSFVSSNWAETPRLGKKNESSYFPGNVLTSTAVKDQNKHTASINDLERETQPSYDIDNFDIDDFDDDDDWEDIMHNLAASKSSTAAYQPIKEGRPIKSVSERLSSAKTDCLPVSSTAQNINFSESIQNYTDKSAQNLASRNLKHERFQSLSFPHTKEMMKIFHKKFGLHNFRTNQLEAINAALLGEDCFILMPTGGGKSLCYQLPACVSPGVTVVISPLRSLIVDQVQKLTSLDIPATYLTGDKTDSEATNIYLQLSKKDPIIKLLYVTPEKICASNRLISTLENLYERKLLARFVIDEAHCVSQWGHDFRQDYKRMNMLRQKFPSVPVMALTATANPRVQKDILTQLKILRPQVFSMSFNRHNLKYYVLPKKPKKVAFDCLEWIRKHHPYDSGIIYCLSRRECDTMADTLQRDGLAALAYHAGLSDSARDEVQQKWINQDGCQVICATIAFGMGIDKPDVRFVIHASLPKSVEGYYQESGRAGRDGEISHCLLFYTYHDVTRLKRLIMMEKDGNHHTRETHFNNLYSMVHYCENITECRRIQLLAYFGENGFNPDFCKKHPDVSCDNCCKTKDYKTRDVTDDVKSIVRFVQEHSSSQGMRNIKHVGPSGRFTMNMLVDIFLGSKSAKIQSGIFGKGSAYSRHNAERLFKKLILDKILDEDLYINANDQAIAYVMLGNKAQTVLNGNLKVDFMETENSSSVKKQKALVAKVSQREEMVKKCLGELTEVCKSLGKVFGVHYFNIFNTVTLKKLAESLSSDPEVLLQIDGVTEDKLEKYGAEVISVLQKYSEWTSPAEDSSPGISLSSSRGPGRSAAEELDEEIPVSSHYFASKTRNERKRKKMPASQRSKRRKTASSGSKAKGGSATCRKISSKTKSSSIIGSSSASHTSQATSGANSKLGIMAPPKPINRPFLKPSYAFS
Pol beta inh: DNA polymerase beta (human) inhibition; Pol beta primer extension/strand displacement, fluorescence kinetic; hit rate 1.3% among 340,000; Potency, µM (top dose mostly 114 µM), for inactives: top-dose activity change, negative = inhibition, actives largely listed as inhibitors; P06746; also: potency is read from the fitted curve at half-maximal effect; % is scaled to controls: 0 for no effect and ±100 for the full control effect
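Homogeneous kinetic assay of primer extension and strand displacement by 10 nM Pol beta, preincubated 15 min at room temperature with compound before 50 nM substrate (final) was added. Read at 0 and 10 min; four-parameter Hill fit.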
An asterisk follows results filed as active; ? = inconclusive; . = not tested or not shown; & = joins results of further samples; [ ] = remark or other dose. Unless noted, calls follow the shape of the dose curve; as a rule, active = well fitted curve in the direction sought with a large enough effect; inconclusive = small, poorly fitted or top-dose-only effect, or another doubt; inactive = no such curve, though single readings can be large; an effect the other way counts as inactive or inconclusive. Only part of the results is shown; count on the stated rates, not on these rows.

SMILES	POLI inh	Pol eta inh	Glioma ERSR ind	LDHA inh	Pol kappa inh	Apoferritin bind	APE1 inh	BLM helicase inh	Pol beta inh
CC1CC(C)(C)NCCNC(C)CC(C)(C)NCCN1 (stereo not given)	11.0%	-13.4%	-5.6%	-2.2	-9.5%	-8.0%	1.3%	1.7%	0.0%
CCOC(=O)c1ccc(N2C(=O)CC(C3CCCO3)C2=O)cc1 (stereo not given)	4.3%	1.3%	6.0%	-8.9	1.5%	2.7%	0.5%	-0.9%	-9.8%
CCOC(=O)CC1C(=O)NCCN1S(=O)(=O)c1ccc(C)cc1 (stereo not given)	12.9%	-14.0%	-2.2%	-4.7	3.1%	-2.8%	-0.7%	0.6%	32.0%[activator]
Nc1c(S(=O)(=O)c2cccc(Cl)c2)c2nc3ccccc3nc2n1CCN1CCOCC1	7.9%	-4.5%	-2.5%	-10.6	-14.5%	-8.5%	-1.8%	2.0%	24.0%
Cc1nn(Cc2ccccc2)c(C)c1C(=O)N1CCN(CC(=O)Nc2ccc(F)cc2)CC1	16.7%	-8.4%	-2.1%	0.3	1.4%	.	5.5%	.	.
Cc1ccc(N(CC(=O)NCC2CCCO2)S(C)(=O)=O)cc1Cl (stereo not given)	-7.2%	-1.2%	-0.8%	14.8	-6.0%	-4.7%	5.7%	1.1%	-17.7%
O=C(NC(=S)Nc1ccc(Cc2ccncc2)cc1)c1ccccc1Cl	13.7%	-11.8%	1.2%	-2.5	-4.3%	0.7%	13.5%	-1.9%	2.6%[57.1 µM]
C[C@@H](CN1CCC(Cc2ccccc2)CC1)[C@@H](O)c1ccc(O)cc1	?	-3.6%	-3.7%&-3.6%&-3.7%	-1.1	-6.4%[60.1 µM]	.	11.8%&-1.3%&-2.1%	-0.9%	-10.3%[57.1 µM]
CCCCn1c(NC(=S)Nc2ccccc2)nc2ccccc21	83.0%[activator]	-12.8%	?	-3.0	-16.0%	4.4%	6.3%	-6.9%	-18.8%
CS(=O)(=O)c1ccc(C(=O)N2CCN(Cc3ccccc3)CC2)cc1	88.8%[activator]	?	-2.8%	-4.9	0.7%	-18.6%	-0.4%	-0.8%	-13.3%
COC(=O)C1=C(N)Oc2cc(C)n(CC3CCCO3)c(=O)c2C1c1ccccc1 (stereo not given)	8.0%	-0.4%	3.8%	-3.4	7.7%	-10.4%	-3.7%	-1.5%	?
O=C(N/N=C/c1cccc([N+](=O)[O-])c1)c1cccc2cc[nH]c12	65.2%[activator]	8.4%	10.7%	-13.9	-4.7%	-8.1%	-1.3%	-5.5%	-13.1%
Cc1cc(OCc2cccc(S(=O)(=O)N3CCOCC3)c2)ccc1Cl	1.6%	-18.2%	-2.7%	-17.9	-10.2%	.	-11.4%	.	.
O=C(Nc1nccs1)c1cn2ccccc2n1	31.2%	-14.2%	-11.6%	3.4	18.4%	1.5%	1.8%	0.6%	-17.8%
Cc1nc2ccccc2n1C(=O)c1ccccc1[N+](=O)[O-]	8.2%	-6.1%	-3.8%	-0.6	-4.1%	6.6%	-8.4%	4.6%	2.7%
CCCN1C2CCCC1CC(NC(=O)c1ccccc1Br)C2 (stereo not given)	96.5%[activator]	-3.1%	-3.9%	-5.4	-4.4%	-5.3%	-5.6%	0.2%	22.9%
Cc1ccc(S(=O)(=O)N2CCCCC2)cc1NC(=O)CSc1ncn[nH]1	?	-3.2%	-3.2%	-8.2	-5.4%	-6.2%	2.8%	1.6%	?
O=C(COC(=O)CCC1CCCC1)Nc1cccc(S(=O)(=O)N2CCOCC2)c1	-7.1%	-16.7%	-2.0%	4.4	-16.4%	.	-21.3%	.	.
C/C(=N\N=C1\NC(=O)CS1)c1cccs1	-0.5%	-9.9%	3.4%	-17.0	-7.7%	-5.7%	-1.8%	-2.4%	3.0%
CCC1CCc2c(sc(NC(=O)C3c4ccccc4Oc4ccccc43)c2C(=O)OC)C1 (stereo not given)	-3.7%	-10.5%	-3.7%	-3.0	-3.1%	-0.8%	.	-8.7%	15.5%
Cc1nc(C)c(C(=O)N2CCCC(C(=O)c3ccc(Cl)cc3C)C2)s1 (stereo not given)	10.3%	-21.5%	-3.2%	-1.8	-4.7%	1.3%	36.3%	-0.6%	14.4%
COc1cc(/C=C2/SC(=S)N(CC(=O)O)C2=O)ccc1OCC(=O)Nc1ccc(C)c(C)c1	.	.	.	.	.	-10.9%	4.74µM*	?	?
Cc1cc(C)c(S(=O)(=O)NCC(c2ccc3c(c2)OCO3)N2CCOCC2)c(C)c1 (stereo not given)	4.0%	-7.2%	-3.3%	1.9	-5.3%	.	3.6%	.	.
FC(F)Oc1ccc(-c2csc(=Nc3cccnc3)n2CC2CCCO2)cc1 (stereo not given)	7.2%	-21.8%	-1.4%	-10.2	-12.9%	?	1.2%	-10.4%	1.2%
CCc1cc(=O)oc2c3c(c(Cl)cc12)OCN(Cc1cccc(OC)c1)C3	0.2%	-6.2%	-2.0%	-1.0	-36.3%	457.4%[activator]	.	-6.7%	0.1%
COc1ccc([C@H]2CC(=O)C=C(c3cc(C=O)ccc3OC)C2)cc1OC	41.8%[activator]	-26.8%	-1.0%	0.7	7.8%	.	6.5%	.	.
COc1cccc(-c2cc(=O)c3ccc(OC)cc3o2)c1	.	.	0.7%	.	-3.2%[60.1 µM]	-19.3%	-3.8%	1.7%	.
CCOc1ccccc1NC(=O)c1cccc(S(=O)(=O)N(Cc2ccccc2)c2ccccc2OC)c1	-12.3%	-15.0%	-2.6%	2.7	-2.9%	-5.1%	-7.7%	-4.0%	0.3%
CCOC(=O)c1cn(Cc2cccc(Cl)c2)nn1	28.0%	-23.1%	-1.7%	-0.7	-10.6%	-11.9%	-4.9%	1.2%	42.5%
COc1cccc(Nc2ncccc2C(=O)O)c1	?	-5.0%	13.8%	-2.5	-9.4%[60.1 µM]	-4.1%	-2.9%	-1.1%	-2.1%
COc1ccc(/C=C\C(=O)NC2CC(=O)N(c3ccccc3)C2)cc1OC (stereo not given)	-10.5%	11.3%	-0.1%	-1.9	-4.9%[60.1 µM]	-18.4%	.	-2.4%	-19.9%
Oc1ccc(Cl)cc1CNc1cccc2cccnc12	15.7%	-9.9%	-0.8%	11.0	-14.6%	?	-5.5%	-10.7%	0.0%
CCOC(=O)N/N=C/C(Cl)=C/c1ccccc1	76.5%[activator]	-6.4%	1.5%	-9.5	-13.7%	-12.8%	-1.4%	-1.9%	2.5%
CCOCC(=O)Nc1ccc(S(=O)(=O)N2CCC(c3nc4ccccc4[nH]3)CC2)cc1	43.3%[activator]	-17.4%	-5.4%	1.7	-3.0%	.	39.7%[activator]	.	.
CNC(=O)c1sc(-c2cccs2)nc1C	56.2%[activator]	-9.8%	-2.0%	-3.4	5.5%	-1.0%	-3.8%	-0.8%	0.6%
CCC(C)c1ccc(NC(=O)c2cnn3c(C(F)F)cc(C)nc23)cc1 (stereo not given)	-2.1%	1.3%	2.1%	-1.2	-10.3%	-15.6%	3.0%	-3.0%	22.0%
COc1ccc(C(=O)OCCOc2cccc(Cl)c2)cc1S(=O)(=O)N1CCOCC1	-1.1%	-15.6%	-4.9%	-3.1	-18.0%	69.5%[activator]	17.7%	-3.7%	37.9%
O=C(O)CNc1nc(-c2ccccc2)nc2ccccc12	?	1.3%	-4.1%	-2.8	2.9%	5.9%	4.1%	-2.0%	-23.6%
Cc1oc(-c2ccccc2Cl)nc1Cn1cccc1C1=NC(c2ccccc2)CO1 (stereo not given)	-4.6%	-20.9%	-3.6%	0.7	0.8%	-16.0%	-10.6%	-4.2%	13.1%
COC(=O)CC(=O)N1CCN(c2ccc(Cl)c(Cl)c2)CC1	-21.7%	-9.1%	-3.2%	0.6	8.1%	-2.4%	-3.4%	-0.5%	-4.1%
CC(=O)Nc1ccc(NC(=O)c2sc(-c3ccccc3)nc2C)cc1	5.3%	-17.3%	-2.7%	-10.2	2.0%	1.0%	10.3%	-4.6%	-29.0%
CCCNC(=O)c1ccc(OC)cc1OC	3.8%	7.5%	-3.4%	-5.5	0.1%	-9.3%	-3.7%	0.5%	12.4%
O=C(CCSc1ccccn1)c1ccccc1	23.5%	-1.7%	-2.7%	-0.7	-3.2%	-14.9%	12.5%	-2.7%	17.4%
O=C(Nc1ccc(Br)cc1Cl)c1cnn2c1NC(=C1CC1)C=C2C(F)F	0.6%	.	-5.2%	-6.4	9.0%	.	.	.	.
CS(=O)(=O)c1ccc(Cl)c(NC(=O)COC(=O)CNC(=O)c2sc3ccccc3c2Cl)c1	11.0%	-4.5%	0.6%	-10.2	-10.9%	.	-2.9%	.	.
Cn1cc(C(=O)NCN2CCCCC2)c2ccccc21	4.4%	8.4%	-10.8%	-2.1	-2.6%	2.5%	-3.3%	-0.5%	-9.5%
COc1ccc(OC)c(NC(=O)CSc2ncccn2)c1	46.3%[activator]	0.3%	1.1%	?	4.0%	-11.0%	-1.1%	-1.1%	-11.2%
NC(=O)NC(=O)CC1S/C(=N/N=C/c2ccccc2)NC1=O (stereo not given)	-15.3%	-15.3%	-3.0%	-7.4	6.4%	-2.9%	1.0%	-1.6%	?
O=C(NCc1cccc(F)c1)c1ccc(-n2cnc3cccnc32)cc1	-18.3%	-2.4%	-1.5%	-13.6	-17.7%	-8.3%	.	-1.3%	-12.6%

Some of the entries so far, field by field.
Cn1cc(C(=O)NCN2CCCCC2)c2ccccc21
  POLI inh: 4.4%
  Pol eta inh: 8.4%
  Glioma ERSR ind: -10.8%
  LDHA inh: -2.1
  Pol kappa inh: -2.6%
  Apoferritin bind: 2.5%
  APE1 inh: -3.3%
  BLM helicase inh: -0.5%
  Pol beta inh: -9.5%

O=C(Nc1ccc(Br)cc1Cl)c1cnn2c1NC(=C1CC1)C=C2C(F)F
  POLI inh: 0.6%
  Pol eta inh: .
  Glioma ERSR ind: -5.2%
  LDHA inh: -6.4
  Pol kappa inh: 9.0%
  Apoferritin bind: .
  APE1 inh: .
  BLM helicase inh: .
  Pol beta inh: .
